Screening results deposited in PubChem by several laboratories.
HIV peptide binding = cell-free HIV fusion peptide-binding blockers – biochemical, uHTS, fluorescence dequenching, primary screen (AID 1986) | cell-free peptide binding, fluorescence dequenching, 30 min; higher % means a stronger effect | one-dose inhibition, % at 20 µM; IC50 in µM for titrated hits | 290,000 tested, 0.3% active; in the data active = inhibition mostly above about 52%, no sharp cut-off; inactive = mostly below about 76%; note: some results filed as inactive read as strong as hits
GPR55 antagonists = GPR55 antagonists blocking LPI-driven arrestin recruitment, primary screen, imaging, U2OS, beta-arrestin-GFP, LPI agonist (AID 2013); U2OS GPR55 beta-arrestin-GFP translocation imaging, LPI antagonism; higher % means a stronger effect; one-dose inhibition, % at 10 µM; IC50 in µM for titrated hits; 290,000 tested, 0.13% active;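 active = spots per cell inhibited over 60%, with over 100 cells counted and total cytoplasm intensity under 500,000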;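 note: U2OS cells stably carrying GPR55 and arrestin-GFP stimulated by 5 µM LPI near EC80; imaged beta-arrestin-GFP aggregate spots per cell after agonist stimulation; plate controls were LPI-stimulated DMSO wells for no effect and DMSO wells without LPI for full effect; some results filed as inactive read as strong as hits; confirmed hits need IC50 under 10 µM and bright autofluorescent wells are also inconclusive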
GPR55 beta-arrestin = selective activators of receptor GPR55 – imaging, U2OS cells, beta-arrestin-GFP redistribution, primary screen (AID 1961). 290,000 tested, 0.048% active. U2OS GPR55 beta-arrestin-GFP redistribution imaging; higher % means a stronger effect. one-dose activation, % at 10 µM; EC50 in µM for titrated hits;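 active = activation above 40% with more than 50 cells counted in the well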;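 note: U2OS osteosarcoma cells stably expressing GPR55 and beta-arrestin-GFP; plate controls were DMSO negative control for no effect and LPI positive control for full effect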
Myeloid diff 2 = compounds promoting myeloid differentiation. ER-HoxA9 myeloid progenitors, lysozyme-GFP differentiation, flow cytometry. calls only at 10 µM. 360,000 tested, 1% active. AID 624256;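 active = normalized GFP-positive differentiation at or above the plate's own cutoff, the solvent-only control mean plus 3 SD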;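 note: cells exposed to compound for four days before flow analysis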
GPR35 arrestin U2OS = inhibition of zaprinast-stimulated GPR35 beta-arrestin translocation – imaging, U2OS, beta-arrestin-GFP, zaprinast agonist, primary screen (AID 2058); U2OS GPR35 beta-arrestin-GFP translocation imaging, zaprinast antagonism; higher % means a stronger effect; inhibition, % at 10 µM, or IC50 in µM where a hit was titrated; 290,000 tested, 0.052% active;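 active = inhibition of at least 50% with at least 30 cells and total cytoplasm GFP at most 10,000,000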
NOD1 NF-kB reporter = NOD1 signaling inhibitors, primary screen, cell-based, luminescence, uHTS (AID 1578). NOD1-driven NF-kB luciferase reporter cells, luminescence; higher % means a stronger effect. one-dose inhibition, % at 4 µM; EC50 in µM for titrated hits. 290,000 tested, 1% active; in the data active = inhibition mostly above about 36%, no sharp cut-off; inactive = mostly below about 34%;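 note: HEK-293T reporter cells stimulated with the NOD1 agonist gamma-tri-DAP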
KOR beta-arrestin-1 = KOR agonists, beta-arrestin recruitment, primary screen, cell-based, luminescence, uHTS (AID 1777); activation, % at 10 µM, or EC50 in µM where a hit was titrated; 280,000 tested, 0.02% active; KOR beta-arrestin recruitment, luminescence; higher % means a stronger effect; in the data active = activation above about 50%, passing the limit was not always enough; note: a part of the inactive calls stands beside numbers as strong as those of hits
HEK293 NOD2/NF-kB = inhibition of NOD2-driven NF-kB reporter – cell-based, luminescence, uHTS, HEK293 (AID 1566); HEK293 NOD2/NF-kB luciferase reporter, luminescence; higher % means a stronger effect; inhibition, % at 4 µM, or EC50 in µM where a hit was titrated; 290,000 tested, 0.63% active; note: many of its hits are not listed in these tables
KOR beta-arrestin-2 = kappa opioid receptor blockers – cell-based, luminescence, uHTS (AID 1778). KOR beta-arrestin recruitment, luminescence, antagonist mode; higher % means a stronger effect. 290,000 tested, 0.091% active. inhibition, % at 10 µM, or IC50 in µM where a hit was titrated; note: strong numbers were not always called active
Myeloid diff 2 GFP+ MAC1+ % = further read-out of Myeloid diff 2, marked with its call; GFP+ MAC1+ double positive, %; measured here: differentiation confirmed by MAC1 staining
* hit, by the source's call; i = inactive; · = no result given; + = active, no number; & = joins results of further samples; [ ] = another dose, or the depositor's remark. Cut-off read from the data, not from the text of the source, unless noted: active = inhibition above about 50%; inactive = the rest. An excerpt; the hit share may differ from the screen's.

Value order – GPR55 antagonists, GPR35 arrestin U2OS, HIV peptide binding, Myeloid diff 2 GFP+ MAC1+ %, Myeloid diff 2, GPR55 beta-arrestin, KOR beta-arrestin-1, HEK293 NOD2/NF-kB, NOD1 NF-kB reporter, KOR beta-arrestin-2
O=C(CC(NS(=O)(=O)c1ccc(Cl)cc1)c1ccco1)NC1CCCC1 (stereo unspecified)
  13%, -12%, 1.1%, 2.5, i, -0.1%, -0.2%, -2%, ·, 14%
CC1CCCCN1S(=O)(=O)c1ccc2c(c1)CCN2C(=O)C1CCC1 (stereo unspecified)
  -2%, 4%, -2.3%, 0.6, i, 0.3%, 8.4%, 18%, 18%, 6%
CCSCCNC(=O)c1cc(-n2cnnc2)ccc1Cl
  1%, 0%, -3.0%, 2.8, i, -0.1%, 9.1%, 12%, -2%, -1%
Cc1onc(-c2c(F)cccc2Cl)c1C(=O)NCc1ccc(F)cc1
  -9%, 2%, -2.6%, 0.2, i, -0.1%, 2.3%, -32%, 15%, 32%
CCc1ccc(N2CC(C(=O)N/N=C/c3ccccc3OC)CC2=O)cc1 (stereo unspecified)
  2%, -3%, 2.7%, 0.2, i, -0.2%, 9.0%, 0%, -5%, -7%
C/C(=N\N(Cc1ccccc1)c1ccccc1)c1cccnc1
  -9%, 3%, -1.3%, 0.3, i, 1.1%, -1.9%, -2%, -36%, -19%
O=C(C1CCN(S(=O)(=O)c2cccs2)CC1)N1CCN(Cc2ccccc2)CC1
  17%, 10%, -0.4%, 0.2, i, -0.4%, -5.2%, 17%, -7%, -4%
CCOC(=O)CCc1nn(C)c(=O)c2ccccc12
  4%, 10%, 2.2%, 0.3, i, 0.2%, -4.7%, 9%, -21%, 32%
CC1C/C(=N\Nc2ccc(S(N)(=O)=O)cc2[N+](=O)[O-])CC(C)(C)C1 (stereo unspecified)
  4%, 9%, -4.3%, 0.9, i, 0.1%, -2.4%, 29%, 0%, ·
CCn1cc(CN2CCCC(C(=O)Nc3ccc(-c4nc5ccccc5[nH]4)cc3)C2)c(C)n1 (stereo unspecified)
  4%, 3%, 2.1%, 0.6, i, -0.1%, -2.2%, 2%, -41%, -8%

One compound at a time (already shown). Screens in order: GPR55 antagonists | GPR35 arrestin U2OS | HIV peptide binding | Myeloid diff 2 GFP+ MAC1+ % | Myeloid diff 2 | GPR55 beta-arrestin | KOR beta-arrestin-1 | HEK293 NOD2/NF-kB | NOD1 NF-kB reporter | KOR beta-arrestin-2
`CCSCCNC(=O)c1cc(-n2cnnc2)ccc1Cl` is listed as 1% | 0% | -3.0% | 2.8 | i | -0.1% | 9.1% | 12% | -2% | -1%
`CC1C/C(=N\Nc2ccc(S(N)(=O)=O)cc2[N+](=O)[O-])CC(C)(C)C1` (stereo unspecified) is listed as 4% | 9% | -4.3% | 0.9 | i | 0.1% | -2.4% | 29% | 0% | ·
`O=C(C1CCN(S(=O)(=O)c2cccs2)CC1)N1CCN(Cc2ccccc2)CC1` is listed as 17% | 10% | -0.4% | 0.2 | i | -0.4% | -5.2% | 17% | -7% | -4%
`C/C(=N\N(Cc1ccccc1)c1ccccc1)c1cccnc1` is listed as -9% | 3% | -1.3% | 0.3 | i | 1.1% | -1.9% | -2% | -36% | -19%

More entries.
Value order – GPR55 antagonists, GPR35 arrestin U2OS, HIV peptide binding, Myeloid diff 2 GFP+ MAC1+ %, Myeloid diff 2, GPR55 beta-arrestin, KOR beta-arrestin-1, HEK293 NOD2/NF-kB, NOD1 NF-kB reporter, KOR beta-arrestin-2
O=C(CSc1nnc(-c2ccncc2)o1)NC1C2CC3CC(C2)CC1C3 (stereo unspecified)
  2%, 8%, 2.0%, 0.0, i, -0.2%, 3.7%, 9%, -10%, -30%
COc1ccccc1CNC(=O)C/C(C)=N/NC(=O)Cc1ccccc1
  -2%, 7%, -2.3%, 2.1, i, 0.0%, 0.7%, 15%, 4%, -24%
CCCc1c(C)[nH]c2ccccc2c1=O
  -1%, 5%, 0.8%, 3.4, i, 0.2%, 3.6%, 10%, -8%, -3%
O=C(NCc1ccc2c(c1)OCO2)C1CCC(CNS(=O)(=O)c2ccc(Cl)cc2)CC1 (stereo unspecified)
  -2%, 8%, -2.4%, 6.1, i, -0.1%, -5.4%, -36%, -32%, 8%
O=C(CSc1ncnc2scc(-c3ccccc3)c12)NC1CCS(=O)(=O)C1 (stereo unspecified)
  5%, -8%, 0.3%, 0.1, i, -0.1%, 0.0%, 17%, -8%, 21%
C=Cc1ccc2c(c1)OCCOCCOCCOCCOCCO2
  10%, 2%, -0.9%, 1.4, i, 0.0%, -1.2%, -17%, -8%, -35%
O=c1c2[nH]c3ccc(F)cc3c2ncn1CCC1=CCCCC1
  -5%, -5%, -0.8%, 0.3, i, -0.2%, 4.6%, -43%, -1%, -2%
CCOC(=O)C1CN(S(=O)(=O)c2cccc(C(F)(F)F)c2)c2cc(CC(=O)OC)ccc2O1 (stereo unspecified)
  0%, 4%, -0.4%, 0.7, i, -0.1%, 5.8%, 6%, 3%, 4%
C=CCOc1c(/C=N\NC(N)=O)cccc1OC
  -1%, 5%, -0.1%, 1.2, i, -0.1%, -0.1%, -11%, -12%, 1%
O=C(Nc1cc([N+](=O)[O-])ccc1O)c1cccc(C(=O)Nc2cc([N+](=O)[O-])ccc2O)c1
  -12%, -30%, 46%, 0.3, i, -0.2%, 1.4%, 9%, -34%, -13%[20 µM]
FC(F)Sc1ccc(Nc2ncnc3nc[nH]c23)cc1
  5%, -4%, -1.3%, 4.4, i, -0.4%, -2.7%, -77%, -29%, 17%
CN1CCN(NC(=O)c2cccc(C(F)(F)F)c2)CC1
  -7%, 2%, -1.3%, 0.4, i, -0.1%, 1.0%, -4%, -6%, 11%
CN(c1ccc(C(=O)N2CCN(Cc3ccccc3)CC2)cc1)S(=O)(=O)c1ccccc1
  20%, 8%, 0.8%, 12*, +, 0.0%, -1.0%, 14%, 14%, -8%
O=S(=O)(NCCN1CCOCC1)c1ccc(F)c(Cl)c1
  -10%, -15%, 0.2%, 0.9, i, -0.1%, 2.1%, 3%, -11%, -20%
CCn1c(SCC(=O)Nc2ccccc2F)nnc1-c1cnccn1
  4%, -8%, 1.8%, 2.3, i, -0.1%, -0.3%, 6%, -23%, -2%
CCCCc1nc2ccccc2n1CC(=O)NN
  -4%, -16%, -0.3%, 0.2, i, 0.3%, ·, 12%, -11%, ·
COc1ccc(C2=NOC(C(=O)NCC(C)C)C2)cc1 (stereo unspecified)
  12%, 9%, -1.1%, 7.1, i, -0.1%, 0.7%, -34%, -3%, -23%
O=C(CCCN1C(=O)CCC1=O)Nc1ccc(Cl)c(C(F)(F)F)c1
  0%, 10%, 3.3%, 8.3*, +, -0.1%, -3.0%, 6%, -20%, -19%
COC(=O)CNC(=O)COC(=O)c1cc(F)c(F)cc1Cl
  7%, -16%, -1.2%, 0.4, i, -0.1%, -7.9%, 13%, -3%, -18%
CS(=O)(=O)n1nc(-c2ccc(Cl)cc2)nc1SCc1ccccc1
  -4%, 9%, -2.1%, 0.6, i, 0.3%, -2.2%, -90%, -13%, -33%
COc1cccc(NC(=O)CN(C)C(=O)CC(C)c2ccccc2)c1 (stereo unspecified)
  -6%, 14%, -0.3%, 3.2, i, 0.0%, 7.9%, 11%, 4%, -6%
Cc1ccccc1CNC(=O)CN(c1cccc([N+](=O)[O-])c1)S(C)(=O)=O
  5%, -5%, 0.9%, 0.7, i, -0.1%, 0.9%, -5%, -32%, 4%[20 µM]
CCc1ccc(C(=O)CN(C#N)c2nc(C)cc(C)n2)cc1
  3%, -13%, -0.8%, 0.7, i, 0.6%, -2.7%, -7%, 25%, -4%
O=c1[nH]c2ccc(S(=O)(=O)N3CCN(C4CCCCC4)CC3)cc2[nH]c1=O
  4%, -8%, -1.7%, 7.0, i, -0.1%, -2.3%, -7%, -20%, 0%
CC(=O)Nc1cc(C(=O)N2CCCC2)ccc1S(=O)(=O)c1ccc(Cl)cc1
  -5%, 10%, 4.3%, 7.5, i, -0.1%, -0.1%, 6%, -10%, 14%
CCOC(=O)C1C(=O)NC(N2CCCCC2)=NC1c1ccco1 (stereo unspecified)
  -6%, 1%, -1.1%, 0.2, i, -0.1%, 1.9%, 4%, -13%, -8%
CC(=O)c1ccc(N(C(=O)CNC(=O)c2ccco2)C(C(=O)NC2CCCC2)c2ccc(C)o2)cc1 (stereo unspecified)
  5%, -14%, 1.2%, 1.5, i, 0.6%, 0.2%, 2%, -26%, 14%
COc1ccc(C)cc1S(=O)(=O)NC1CC1
  -5%, 8%, -0.6%, ·, ·, -0.1%, 5.8%, -13%, 1%, -42%[20 µM]
C=CCN(C(=O)CSc1nc2ccsc2c(=O)n1Cc1ccccn1)c1ccccc1
  17%, 9%, -0.8%, 0.4, i, -0.3%, -0.8%, -11%, 3%, 3%
COc1ccc(N2C(=O)CC(Sc3nc4c(cc3C#N)CCC4)C2=O)cc1 (stereo unspecified)
  4%, -18%, 6.9%, 0.1, i, 0.1%, -0.4%, 8%, -27%, -9%
Cc1cc(C(=O)N/N=C/c2ccc(-c3ccc([N+](=O)[O-])cc3C)o2)n[nH]1
  -3%, -6%, 3.4%, 1.1, i, -0.2%, -2.3%, 0%, -34%, -33%
Cc1ccccc1OCC(=O)NC(=S)Nc1ccccc1N1CCN(S(C)(=O)=O)CC1
  10%, 3%, -1.2%, 0.9, i, -0.1%, -2.2%, 13%, -32%, -1%
O=C(NCC1CCCO1)C(c1ccncc1)N(Cc1ccc(F)cc1)C(=O)CN1C(=O)c2ccccc2S1(=O)=O (stereo unspecified)
  -9%, -19%, 2.0%, 0.1, i, -0.1%, 7.6%, 14%, -20%, -11%
CC(=O)c1ccc(OCC(O)CN2CCN(Cc3ccc4c(c3)OCO4)CC2)cc1 (stereo unspecified)
  5%&4%, -3%&10%, 1.1%&-0.9%, 2.0&2.4, i, -0.3%&0.3%, 1.3%&1.9%, -1%&7%, -30%&0%, -24%&10%
COc1ccc(-c2nc3c(c(SCC(=O)N4CCOCC4)n2)COC(C)(C)C3)cc1
  -3%, 8%, -1.2%, 0.5, i, -0.5%, -2.8%, 12%, 8%, -10%
CCN1CCN(C(c2cccs2)C(C)NC(=O)NC2CCCCC2)CC1 (stereo unspecified)
  -2%, -6%, 1.9%, 1.2, i, -0.3%, 0.5%, 7%, -7%, 30%
NC(N)=Nc1nc2ccc(Br)cc2c(=O)[nH]1
  2%, -18%, 0.9%, 0.2, i, 0.1%, 2.5%, -3%, -12%, -36%
